NCI-60 one-dose screen, 48 h, at 10 µM unless noted. Numbers give growth in % (100 = growth as untreated, 0 = no growth, -100 = all killed).
NCI-H226: NCI-H226 lung cancer | 79,000 tested, 3.5% active | AID 1794732
COLO 205: COLO 205 colon cancer. 79,000 tested, 7.3% active
HCT-116: HCT-116 colon cancer; 82,000 tested, 7.3% active; AID 1794798
NCI-H522: NCI-H522 lung cancer; 78,000 tested, 8% active
NCI-H322M: NCI-H322M lung cancer. 80,000 tested, 2.7% active. AID 1794733
HCT-15: HCT-15 colon cancer | 82,000 tested, 5.2% active | AID 1794746
NCI-H460: NCI-H460 lung cancer; 82,000 tested, 6.8% active; AID 1794736
NCI/ADR-RES: NCI/ADR-RES ovarian cells. 81,000 tested, 4.4% active
NCI-H23: NCI-H23 lung cancer | 80,000 tested, 4% active
Active calls of the source: *; . = no result given; & = joins results of further samples. How the source made its calls: active means growth percent below 10; inactive means the rest.

nr	canonical_smiles	NCI-H226	COLO 205	HCT-116	NCI-H522	NCI-H322M	HCT-15	NCI-H460	NCI/ADR-RES	NCI-H23
1	Cc1cccc(Cl)c1NC(=O)NCCCN1CCOCC1	107&97	117&119	102&97	95	105&102	99&99	111&102	103&102	102&108
2	Cc1cc(C)c(O)c(CNCCCCCCNCc2cc(C)cc(C)c2O)c1	82	-73*	-43*	-13*	-13*	-53*	-63*	8.8*	56
3	COc1cc(/C=C2/C(=O)Nc3ccc(Cl)cc32)ccc1OCc1ccccn1	93	110	103	95	97	77	105	95	91
4	COc1ccc(C(=S)N2CCN(c3ccccc3)CC2)cc1	92	98	96	90	101	92	104	94	91
5	COc1ccc2c(CCNC(=O)c3nnn(-c4ccccc4)c3C)c[nH]c2c1	92	102	99	83	93	106	103	84	94
6	COc1ccc(/C=C/C(=O)c2ccc(NC(=O)CSc3nc4c([nH]3)c(=O)n(C)c(=O)n4C)cc2)cc1OC	81	117	59	97	81	89	95	96	93
7	CCCCOCCOCCOc1ccc(C(=O)OC)cc1	112	107	105	90	104	109	113	115	105
8	CC(O)c1cnc(/C=C2\SC(=S)N(Cc3ccco3)C2=O)s1 (stereo not given)	100	104	15	50	96	48	101	98	95
9	O=C1CCC(c2c(O)cc(O)c3c(=O)c(O)c(-c4ccc(O)c(O)c4)oc23)N1 (stereo not given)	104	112	100	71	93	102	105	97	95
10	Cc1c(O)cc(-c2cnc(N/N=C/c3ccccc3)s2)c(O)c1C	92	111	96	82	98	79	102	94	98
11	CN1CCN(c2ccc(Nc3ncc(C(N)=O)c(NCCCNC(=O)C4CCC4)n3)cc2)CC1	62	-5.2*	43	77	76	111	79	105	70
12	Cc1cccc2cc(-c3cc4ccccc4[nH]3)/c(=N/C(=O)Nc3ccccc3)oc12	79	117	98	92	95	102	100	98	91
13	CCN(CC)Cc1cc(Nc2ccnc3cc(Cl)ccc23)ccc1OC	105	62	69	69	99	56	90	90	88
14	CC/C=C\C[C@H](O)C/C=C1/C(=O)C=C[C@@]1(C)C/C=C\CCCC(=O)OC	121	113	94	81	106	101	110	95	87
15	O=c1c2ccccc2nc(COc2ccccc2)n1/N=C/c1ccc(N2CCCC2)cc1	105	142	79	82	91	83	105	94	85
16	CSC(=S)Nc1ccc(Cl)cc1	98&99	105&107	94&107	89&91	103&91	93&74	102&106	97&95	96&98
17	CCOC(=O)C(Cc1ccc([N+](=O)[O-])cc1)N1C(=O)c2ccccc2C1=O (stereo not given)	94	109	104	93	93	105	108	100	101
18	c1ccc2c(c1)NC1(CCSCC1)n1nccc1-2	96	109	101	90	98	101	107	102	98
19	NC(=O)Oc1ccc(Cc2ccccc2)cc1	104	108	98	89	110	98	103	101	101
20	OCc1ccc(-c2ccc(-c3ccc(CO)s3)o2)s1	-24*	13	5.2*	26	55	51	-4.5*	65	47
21	CSc1cc(SC)nc(N)n1	106	129	113	99	108	103	108	106	99
22	O=c1c(O)cccn1CCCNCCCN(CCCn1cccc(O)c1=O)CCCn1cccc(O)c1=O	95	125	108	117	95	99	99	101	98
23	O=C(O)c1ccc(-n2cc(/C=N/Nc3ccc(Cl)cc3Cl)c(-c3ccccc3)n2)cc1	89	97	77	78	103	72	102	92	84
24	COC(=O)C1=C(C)Nc2ncnn2C1c1ccccc1 (stereo not given)	94	112	98	.	105	106	107	110	102
25	Cc1ccc(-c2nn(-c3ccccc3)cc2/C=C/C(=N/NC(N)=S)c2cc3ccccc3oc2=O)cc1	85	121	108	101	79	89	38	68	94
26	O=C(Nc1ccccc1)c1cccc(NC(=O)c2ccco2)c1	106	115	110	89	107	97	100	100	101
27	COc1cc2c(cc1OC)C1=NN(C(=O)Nc3ccc(C)cc3C)C(c3ccncc3)C1C2 (stereo not given)	101	108	97	93	88	100	102	104	98
28	Cn1cc(CCn2cnc(-c3cnn(C)c3)c2-c2ccc(C#N)cc2)cn1	90	116	95	83	107	107	103	109	102
29	CC[C@H](C)[C@@H]1NC(=O)[C@H](Cc2ccc(O)cc2)N(C)C(=O)[C@H](Cc2ccccc2)NC(=O)CN(C)C(=O)[C@@H]2CCCN2C(=O)[C@@H](Cc2ccccc2)N(C)C(=O)[C@H](CC(C)C)NC1=O	-8.5*	-25*	1.2*	0.6*	-20*	42	-26*	71	-15*
30	O=C1C(Cl)=C(NCCO)C(=O)c2ccccc21	115	112	107	87	111	105	103	107	80
31	COc1ccc2nc(-c3ccc(-c4noc(-c5ccccc5)n4)cc3)[nH]c2c1	93	112	99	89	102	98	106	95	100
32	CCOC(=O)C1=C(C)NC(SCc2cc(=O)oc3ccc(OC)cc23)=N[C@@H]1c1cccc2ccccc12	103	92	70	77	94	95	105	101	99
33	Cc1cccc2[nH]c(=O)cc(NNC(=S)Nc3ccccc3)c12	80	85	95	82	88	102	96	100	84
34	O=c1c(-c2nc3ccccc3[nH]2)cc2ccccc2n1Cc1cn(Cc2ccc(F)cc2)nn1	.	18	-14*	20	19	17	-11*	32	24
35	CCNC(=O)CCCC(=O)OC	103	119	105	96	113	123	110	108	109
36	C#CCOc1ccc(C(Nc2ccc(F)cc2)c2nnnn2C2CCCCC2)cc1 (stereo not given)	100	107	85	82	97	92	101	89	104
37	CC(=O)CC(C)=Nc1cccc(N=C(C)CC(C)=O)c1	92	101	106	80	109	96	103	87	99
38	O=C(c1ccc(-c2ccc3[nH]c(=O)nc(-c4ccccc4)c3c2)cc1)N1CCOCC1	96	86	94	78	96	98	104	98	95
39	CN(C)c1ccc(/C=C/C2NC(C(=O)Nc3ccc(-c4n[nH]c(=S)o4)cc3)CS2)cc1 (stereo not given)	106	107	102	98	105	98	112	102	99
40	CC(C)(C)NC(=O)N/C(N)=N/c1nc2ccccc2s1	76	108	50	58	101	73	78	76	51

#41 O=C(CSc1nnc(-c2ccccc2)o1)Nc1nc(-c2ccccc2)cs1
#42 NS(=O)(=O)c1ccc(-n2nc(-c3ccc(Cl)cc3)c3ccccc3c2=O)cc1
#43 CCOc1ccc(-c2cc(C(=O)Nc3ccc(C(C)=O)cc3)no2)cc1OCC
#44 C[C@@H]1C[C@H]2C(=O)O[C@@H](C)[C@H](NC(=O)[C@H](Cc3cc(F)cc(F)c3)NC(=O)Nc3ccc(Cl)cc3F)C(=O)N3C[C@H](O)C[C@H]3C(=O)N3CCN(C)C[C@H]3C(=O)N[C@@H](C)C(=O)N2C1
#45 CCOC(=O)c1cc(C(=O)c2cc(OC)cc(OC)c2)n2cnc(-c3ccc(Cl)cc3)cc12
#46 CCCCCCCCC/C(=N\N=C(N)N)c1ccccc1
#47 CN1C(=O)N(C)C2C1NN=c1s/c(=C\c3ccco3)c(=O)n12 (stereo not given)
#48 CC(=O)Cc1ccc([N+](=O)[O-])cc1
#49 COc1c(B(O)O)cc(F)cc1-c1nc2ccc3[nH]ncc3c2c2c1CCCC2
#50 O=P(O)(O)c1ccccc1Cl

compound no. | 41 | 42 | 43 | 44 | 45 | 46 | 47 | 48 | 49 | 50
NCI-H226 | 94 | 96 | . | 53 | 102 | 115 | . | 98 | 8.9* | 96
COLO 205 | . | 111 | 120 | 12 | 121 | 102 | 111 | 118 | -3.8* | 103
HCT-116 | 89 | 88 | 95 | 8.8* | 91 | 97 | 101 | 110 | 3.5* | 101
NCI-H522 | 87 | 87 | 98 | 27 | 86 | 118 | 86 | 108 | 13 | 103
NCI-H322M | 89 | 148 | 108 | 73 | . | 94 | 101 | 93 | 14 | 102
HCT-15 | 100 | 95 | 105 | 107 | 106 | 95 | 75 | 110 | 3.6* | 100
NCI-H460 | 98 | 96 | 102 | 36 | 99 | . | 102 | 111 | 5.5* | 114
NCI/ADR-RES | 98 | 86 | 104 | 105 | 106 | 113 | 102 | 101 | 16 | 94
NCI-H23 | 86 | 101 | 103 | 36 | 98 | 102 | 103 | 100 | 0.2* | 95

Compound profiles, from the list above:
CCCCCCCCC/C(=N\N=C(N)N)c1ccccc1 as listed: NCI-H226: 115; COLO 205: 102; HCT-116: 97; NCI-H522: 118; NCI-H322M: 94; HCT-15: 95; NCI-H460: .; NCI/ADR-RES: 113; NCI-H23: 102
CC(=O)Cc1ccc([N+](=O)[O-])cc1 as listed: NCI-H226: 98; COLO 205: 118; HCT-116: 110; NCI-H522: 108; NCI-H322M: 93; HCT-15: 110; NCI-H460: 111; NCI/ADR-RES: 101; NCI-H23: 100

More results
#51 CCCC1CCCCN1C (stereo not given)
#52 CN(C)CC(=O)c1ccc2cc(Cl)c3ccccc3c2c1
#53 CC(C)(C)OC(=O)NOC(=O)C(C)(C)C
#54 CC1([N+](=O)[O-])COC(c2ccccc2)OC1 (stereo not given)
#55 Cc1cccc(NC(=S)NCCc2ccccn2)c1
#56 NC(N)=N/N=C/c1ccc(-c2ccc(-c3ccc(Cl)cn3)s2)cc1
#57 CC(C)[C@H]1CC[C@H]2[C@@H](CC[C@H]3[C@](C)(CN)CCC[C@]23C)C1
#58 COc1ccc(-c2nc(SCC(=O)c3ccc(Cl)c(Cl)c3)[nH]c(=O)c2C#N)cc1
#59 CC1(C)CC(=O)c2c(ccc(C(=O)C[C@@H](N)CO)c2N)O1
#60 Br/C(=C(\Br)c1ccccc1)c1ccccc1

compound no. | 51 | 52 | 53 | 54 | 55 | 56 | 57 | 58 | 59 | 60
NCI-H226 | 102 | 98 | 112 | 100 | 108 | 89 | 105 | 102 | 28 | 103
COLO 205 | 110 | 98 | 113 | 108 | 111 | 29 | -83* | 117 | 18 | 120
HCT-116 | 96 | 95 | 115 | 101 | 92 | 50 | 5.3* | 107 | 8.6* | 102
NCI-H522 | 93 | 80 | 102 | 93 | 100 | 98 | 80 | 104 | 20 | 93
NCI-H322M | 104 | 102 | 89 | 98 | 134 | 97 | 15 | 104 | 6.0* | 106
HCT-15 | 104 | 94 | 94 | 107 | 101 | -4.0* | . | 110 | 5.0* | 106
NCI-H460 | . | . | 118 | 104 | 102 | 88 | -66* | 107 | 4.1* | 108
NCI/ADR-RES | 105 | 96 | 104 | 101 | 108 | 51 | 90 | 102 | 35 | 104
NCI-H23 | 103 | 90 | 109 | 102 | 109 | 101 | 88 | 96 | 46 | 101

#61 Cc1[nH]c(N)nc(=S)c1CCCNc1ccc(C(=O)NC(CCC(=O)O)C(=O)O)cc1 (stereo not given)
#62 CC(=O)OCC(=O)[C@@]1(O)CC[C@H]2[C@@H]3C[C@H](C)C4=CC(=O)C=C[C@]4(C)[C@H]3[C@@H](O)C[C@@]21C
#63 CC1(C)CC(=O)c2cnc(Nc3ccc(S(N)(=O)=O)cc3)nc2C1
#64 C(=C\c1ccncc1)/c1ccncc1
#65 CCN(CC)C(C)C(=O)c1ccc2cc(Br)c3ccccc3c2c1 (stereo not given)
#66 C#Cc1ccc(-n2c(/C=C/c3cc(OC)c(OC)c(OC)c3)nc3ncccc3c2=O)cc1
#67 Cn1cc(CNc2nc3ccc(OC/C(=C/F)CN)cc3o2)ccc1=O
#68 CCCOC(=O)n1cccc1
#69 CN(C)C=Nc1ccc(S(=O)(=O)c2ccc(N=CN(C)C)cc2)cc1

compound no. | 61 | 62 | 63 | 64 | 65 | 66 | 67 | 68 | 69
NCI-H226 | 100 | 93 | 110 | 96 | 98 | 56 | 101 | 104 | 105
COLO 205 | 108 | 121 | 106 | 115 | 84 | 31 | 110 | 107 | 103
HCT-116 | 88 | 97 | 107 | 115 | 80 | 54 | 103 | 103 | 92
NCI-H522 | 91 | 100 | 92 | 5.5* | 87 | 8.0* | 99 | 112 | 132
NCI-H322M | 107 | 109 | 131 | 91 | 94 | 68 | 99 | 135 | 106
HCT-15 | 112 | 104 | 101 | 96 | 80 | 49 | 103 | 107 | 104
NCI-H460 | 89 | 99 | 102 | 107 | 95 | 73 | 108 | 110 | 116
NCI/ADR-RES | 112 | 90 | 109 | 98 | 89 | 55 | 102 | 102 | 106
NCI-H23 | 103 | 106 | 103 | 99 | 89 | 74 | 107 | 99 | 99

Bioassay records (PubChem BioAssay)

Compounds as they come, and some 13% of all compounds hit somewhere here.
